Assay outcomes as filed in PubChem BioAssay.
Mtb RmlCD inh – M. tuberculosis RmlC/RmlD inhibition; P9WH09+P9WH11; RmlC+RmlD coupled enzyme assay, percent inhibition; primary screen in compound mixtures; inhibition, % at 3.6 µM; 160,000 compounds, 0.03% hits; AID 1533; in the data active = inhibition mostly above about 34%, no sharp cut-off; also: some results filed as inactive read as strong as hits
Target sequence (P9WH09 whole entry, looked up): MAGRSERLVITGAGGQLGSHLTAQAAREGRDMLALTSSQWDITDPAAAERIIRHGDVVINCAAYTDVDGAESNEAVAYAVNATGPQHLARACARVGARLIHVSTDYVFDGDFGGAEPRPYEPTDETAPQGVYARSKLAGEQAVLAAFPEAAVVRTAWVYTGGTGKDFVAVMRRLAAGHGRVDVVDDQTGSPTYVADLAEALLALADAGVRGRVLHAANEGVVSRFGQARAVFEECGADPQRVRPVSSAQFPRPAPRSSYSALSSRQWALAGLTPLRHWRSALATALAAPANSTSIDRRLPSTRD
Target sequence (P9WH11 whole entry, looked up): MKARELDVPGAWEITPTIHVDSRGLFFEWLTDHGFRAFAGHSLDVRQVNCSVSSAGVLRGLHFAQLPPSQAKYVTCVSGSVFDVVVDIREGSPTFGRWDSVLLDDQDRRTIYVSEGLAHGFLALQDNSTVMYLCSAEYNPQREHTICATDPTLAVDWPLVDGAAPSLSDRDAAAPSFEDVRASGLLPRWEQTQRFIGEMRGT
GlmU inhibition – inhibition of mycobacterial GlmU enzyme – biochemical, glucosamine-1-phosphate acetyltransferase (AID 1376); M. tuberculosis GlmU acetyltransferase enzyme assay; higher % means a stronger effect; one-dose inhibition, %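 (tested at 30 µM in the primary screen)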; IC50 in µM for titrated hits; 220,000 compounds, 0.25% hits; in the data active = inhibition above about 13%;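 also: 0% = complete reaction with vehicle and 100% = reaction without substrate; strong numbers were not always called active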
* = called active by the depositor; · = no result given. Only part of the results is shown. The share of hits here may be higher or lower than overall.

canonical_smiles | Mtb RmlCD inh | GlmU inhibition
Cc1cc(=O)[nH]c(N/N=C/c2c(C)nn(-c3ccccc3)c2C)n1 | 9 | 0.0%
Oc1ccc(/C=N/Nc2ccccc2)cc1 | -11 | 7.5%
Cc1nc2scc(-c3ccccc3)c2c(=O)o1 | · | -0.3%
Cc1scc(-c2n[nH]c(=S)n2Cc2ccccc2)c1C | -2 | -0.7%
NN=C1c2cc([N+](=O)[O-])ccc2-c2ccc([N+](=O)[O-])cc21 | · | 1.6%
CCOC(=O)C1C(=O)OC(C)(C)C1C(CC)C(=O)c1ccccc1 (stereo unspecified) | 8 | -3.5%
NS(=O)(=O)c1ccc(CCNC(=O)CCCCCNc2nc(=S)[nH]c3ccccc23)cc1 | 3 | 0.2%
CC1(C)Cc2nc(NC3CCCCC3)c(C#N)cc2CO1 | -7 | -3.2%
CC(C)N1CCN(Cc2ccsc2)CC1CCO (stereo unspecified) | 4 | 2.0%
COc1ccc2c(c1OC)C(=O)OC2c1c(O)n(Cc2ccc(F)cc2)c(=O)[nH]c1=O (stereo unspecified) | · | -5.1%
CCOC(=O)N1CCC(N2CCN(CCC(C)C)C(CCO)C2)CC1 (stereo unspecified) | 1 | 1.8%
O=C(NCc1cc(C(F)(F)F)cc(C(F)(F)F)c1)C1CC(c2ccccc2[N+](=O)[O-])=NO1 (stereo unspecified) | -12 | 0.8%
NC1=NC(=Nc2ccc(S(N)(=O)=O)cc2)c2ccccc21 | · | 0.9%
CCc1ccc(S(=O)(=O)Nc2ccc(N3CCN(C)CC3)cc2)cc1 | 1 | -6.6%
O=c1c2c([nH]c3ccc(Br)cc13)CCCC2 | · | -7.3%
CC(C)Cc1cc(C(=O)NCCCN2CCOCC2)no1 | · | 7.2%
CC(C)CCSc1nnc(N)s1 | -14 | 3.8%
COCC(=O)Nc1ccc(S(=O)(=O)Nc2ncccn2)cc1 | · | -5.5%
CCN(CC)CCCNC(=O)CN1C(=O)CSc2ccc(S(=O)(=O)N3CCOCC3)cc21 | · | 4.6%
CCOC(=O)C1=NOC(CNC(=O)C2=NOC(CNC(=O)c3c(-c4ccccc4Cl)noc3C)C2)C1 (stereo unspecified) | · | 0.2%
CC(C)C12CN3CC(C(C)C)(CN(C1)C3c1ccccc1O)C2=O (stereo unspecified) | -6 | -1.0%
Cc1cc(C)n(-c2cc(N3CCN(C(=O)c4cccc(F)c4)CC3)ccc2[N+](=O)[O-])n1 | · | -6.4%
O=C(Cc1ccccn1)Nc1ccccc1 | 9 | 1.7%
OCCCN1CCN(CCCOc2ccccc2-c2ccccc2)CC1 | -3 | -5.5%
Cc1ccc(CNC(=O)CN2C(C)CCCC2C)cc1 (stereo unspecified) | 3 | 2.1%
O=C(N/N=C\c1cc(Br)cs1)C1COc2ccccc2O1 (stereo unspecified) | -11 | -2.3%
Nc1nc(-c2ccccc2)c(N=Nc2ccc(Cl)cc2)s1 | 23 | -5.0%
O=C(c1ccc2c(c1)OCO2)N1CCOCC1 | · | 3.3%
CCCc1cc(=O)[nH]c(SCC(=O)Nc2c(C)cccc2C)n1 | · | -0.8%
CN(C)C(CNC(=O)CN1C(=O)NC2(CCc3ccccc32)C1=O)c1ccco1 (stereo unspecified) | 5 | -4.5%
COc1ccc(C2SCCN2S(=O)(=O)c2ccc(NC(C)=O)cc2)cc1 (stereo unspecified) | · | 0.9%
COc1ccc(OC)c(N=C(C)C2=C(O)COC2=O)c1 | · | 0.7%
C/C(=N\NC(=O)CSc1nc(C)cc(C)n1)c1ccc([N+](=O)[O-])cc1 | 9 | -4.5%
c1ccc(C2=Nn3c(nnc3-c3cccnc3)SC2)cc1 | 3 | -2.5%
Cc1ccc(NC(=S)N(CCN2CCCCC2)Cc2ccco2)cc1 | 8 | -3.8%
CC(=O)N(CCCN1CCOCC1)Cc1ccncc1 | · | 2.0%
COCCNC(=O)Nc1ccc2c(c1)N(C)C(=O)c1ccccc1S2 | 5 | 5.9%
O=C1C(C=NCc2cccnc2)=C(O)c2ccccc21 | -8 | -0.7%
O=S1(=O)CCN2N=C(C3CC3)SC2=N1 | -18 | -1.7%
Cc1ccccc1/C=N/N=C1/NC(=O)CCS1 | · | -5.8%
CC(C)CNC(=S)NC1CC2CCCC(C1)N2Cc1ccco1 (stereo unspecified) | · | -5.6%
O=C(CSc1nnnn1-c1ccccc1Cl)Nc1ccc2c(c1)OCCO2 | -6 | -3.1%
CCNC(=O)Cn1cc(C(F)(F)F)cc(Cl)c1=O | -9 | 1.7%
CCC(C(=O)OCC(=O)Nc1cc(Cl)ccc1Cl)c1ccccc1 (stereo unspecified) | 18 | -3.1%
O=C(NCc1ccc2c(c1)OCO2)C1CCC(CNc2c(N3CCCCC3)c(=O)c2=O)CC1 (stereo unspecified) | -7 | 0.8%
O=C(NCCc1ccc([N+](=O)[O-])cc1)c1ccccc1 | -1 | -2.4%
O=C(NCc1cccs1)C1CCN(S(=O)(=O)c2ccccc2F)CC1 | 8 | 0.2%
Cc1cc(C)c(S(=O)(=O)Nc2cccnc2)c(C)c1 | -7 | -3.9%
COc1ccc(C(=O)NN)cc1COc1ccc(Br)cc1 | -3 | -5.3%
C#Cc1ccc([C@@H]2C=C(C(=O)NCc3ccccc3)O[C@H](OCC)[C@H]2CCCO)cc1 | · | 2.2%

Arranged by formula weight (ascending): some entries from above
canonical_smiles | Mtb RmlCD inh | GlmU inhibition
Cc1cc(C)c(S(=O)(=O)Nc2cccnc2)c(C)c1 | -7 | -3.9%
CC(C)CNC(=S)NC1CC2CCCC(C1)N2Cc1ccco1 (stereo unspecified) | · | -5.6%
O=C(NCc1cc(C(F)(F)F)cc(C(F)(F)F)c1)C1CC(c2ccccc2[N+](=O)[O-])=NO1 (stereo unspecified) | -12 | 0.8%

New compounds follow.
canonical_smiles | Mtb RmlCD inh | GlmU inhibition
O=C(c1ccc(Cn2c(=S)[nH]c3ccc(Br)cc3c2=O)cc1)N1CCN(C2CCCCC2)CC1 | 6 | -4.4%
CCN(CC)S(=O)(=O)c1ccc(NC(=O)COC(=O)CCc2cc(OC)c(OC)c(OC)c2)cc1 | -4 | 0.5%
CCCCCCn1c(C(C)NC(=O)c2ccco2)nc2ccccc21 (stereo unspecified) | 14 | -1.9%
COC(=O)c1cnn(-c2cc(Oc3cccc(C)c3)ncn2)c1N | -11 | 6.4%
O=C(COC(=O)CCc1c[nH]c2ccccc12)Nc1ccc([N+](=O)[O-])cc1 | · | 2.3%
O=C(O)c1ccccc1-c1ccccc1C(=O)Nc1cccc2ccccc12 | -10 | -2.2%
COc1ccc(OC)c2[nH]c(=O)c(CCNC(=O)C3CCCCC3)cc12 | -9 | -5.7%
CN(C)N=Nc1nc2c([nH]1)c(=O)n(C)c(=O)n2C | 5 | 3.4%
CC1CCCCN1S(=O)(=O)c1ccc(C(=O)Nc2ccccc2-c2nc3ccccc3[nH]2)cc1 (stereo unspecified) | · | 1.1%
Cc1ccc(-n2ncc3ccccc3c2=O)cc1Cl | · | 4.5%
CCCCC(=O)N/N=C/c1ccc(N2CCOCC2)c([N+](=O)[O-])c1 | -10 | 2.2%
CN(C(=O)Oc1ccc(Cl)c2cccnc12)c1ccccc1 | -10 | 1.7%
CCc1ccc2[nH]c(=O)c(CN(Cc3ccccc3)C(=O)Nc3ccccc3OC)cc2c1 | · | 5.1%
O=C(CCC(=O)c1cccs1)OCC(=O)N1CCN(S(=O)(=O)c2ccccc2)CC1 | · | 2.7%
CC(C)(C)NC(=O)C(c1cccs1)N(C(=O)c1csnn1)c1ccccc1F (stereo unspecified) | · | 3.4%
Nc1ncnc(Nc2ccc(F)cc2)n1 | -5 | 2.5%
COc1ccc(N2CCN(S(=O)(=O)c3cn(C)c(=O)n(C)c3=O)CC2)cc1 | 2 | 3.1%
Nc1sc(-c2ccccc2)cc1C(=O)N/N=C/c1ccc(Cl)cc1 | 8 | 2.0%
CC(NC(=O)CCSc1nc(-c2ccc3c(c2)OCO3)cc(C(F)(F)F)n1)c1ccccc1 (stereo unspecified) | -7 | -0.1%
Cc1cc(C)nc(-n2nc(C)c3c(C)c(C)c(C)nc32)n1 | -6 | 5.2%
O=C(Nc1nc2c(s1)CCCC2)c1ccc(S(=O)(=O)N2CCCc3ccccc32)cc1 | 3 | -0.2%
O=C(NCN1CCN(c2ccccc2F)CC1)c1ccccc1 | 11 | 3.0%
COc1ccc(NC(=O)c2ccc(-c3ccc([N+](=O)[O-])cc3)o2)cc1 | · | -0.3%
COCCCn1cnnc1SCC(=O)Nc1ccc(S(=O)(=O)N2CCCC2)cc1 | 4 | -1.6%
CCCn1c2c(c(O)c(C(=O)Nc3nc4ccccc4s3)c1=O)CCCC2 | 1 | -6.7%

Reformatted with each value named: part of the list above
COC(=O)c1cnn(-c2cc(Oc3cccc(C)c3)ncn2)c1N
  Mtb RmlCD inh: -11 | GlmU inhibition: 6.4%

O=C(COC(=O)CCc1c[nH]c2ccccc12)Nc1ccc([N+](=O)[O-])cc1
  Mtb RmlCD inh: · | GlmU inhibition: 2.3%

O=C(O)c1ccccc1-c1ccccc1C(=O)Nc1cccc2ccccc12
  Mtb RmlCD inh: -10 | GlmU inhibition: -2.2%

Continuation:
canonical_smiles | Mtb RmlCD inh | GlmU inhibition
COc1ccc(N2C(=O)CC(N(Cc3ccc(S(N)(=O)=O)cc3)C(C)=O)C2=O)cc1 (stereo unspecified) | 7 | -1.3%
CC12CN3CC(C)(CN(C1)C3c1cccs1)C2 (stereo unspecified) | · | -2.1%
COc1ccc2ccccc2c1CNCc1ccccn1 | 10 | 1.6%
Cc1ccc(Nc2nc(-c3sc(NC(=O)c4ccco4)nc3C)cs2)cc1 | -4 | -1.3%
CCN1CCN(c2cc(C)c3cc(NC(=O)c4cccnc4Cl)ccc3n2)CC1 | -8 | 0.1%
CC/C=C/C(=O)N1CC2(CC(c3cccc(NC(=O)COc4ccc(Cl)cc4)c3)=NO2)C[C@H]1C(N)=O (stereo partly specified) | 9 | -2.4%
Cc1csc(NC(=O)c2c(-c3c(Cl)cccc3Cl)noc2C)n1 | -7 | -1.5%
O=C(COc1ccccc1[N+](=O)[O-])N(Cc1ccccc1)c1ccccn1 | -13 | -2.3%
COC(=O)C1=C(C)Nc2[nH]c(=S)[nH]c(=O)c2C1c1ccc(O)cc1 (stereo unspecified) | -14 | 1.1%
COC(=O)C(=O)N1CC2(C)CNCC(C)(C1)C2=O | -8 | 1.4%
Cc1ccccc1Cn1nc(C)c(NC(=O)c2cc3n(n2)C(C(F)F)CC(C(F)F)N3)c1C (stereo unspecified) | -12 | -0.7%
O=C(NCc1cccc(C(F)(F)F)c1)c1cccc(S(=O)(=O)NCc2ccccc2)c1 | -13 | 1.7%
COc1ccc(Cc2noc(CN3CCN(Cc4csc(C)n4)CC3)n2)cc1OC | 7 | -2.0%
NC(=O)N/N=C/CCc1ccccc1 | -7 | -5.6%
CN(NC(=O)c1ccccc1)C1=NS(=O)(=O)c2ccccc21 | 65 | 0.7%
CNC(=O)CSc1nnc(-c2ccco2)n1-c1ccc(C)cc1 | · | -2.2%
CC(C)CN1CCNC(=O)C1CC(=O)N(C)CC1CCOCC1 (stereo unspecified) | 44 | -2.8%
CC[N+]1(C)CCCC(OC(=O)C(O)(c2ccccc2)c2ccccc2)C1 (stereo unspecified) | · | -1.2%
CSc1ccccc1C(=O)Nc1ccccc1C(=O)N1CCCC1 | · | 0.6%
O=S(=O)(NCc1ccccc1)c1cccc(S(=O)(=O)N2CCOCC2)c1 | -7 | 1.2%
Cc1ccc(N2CCN(/N=C/c3ccncc3)CC2)cc1 | -10 | 1.4%
O=C(NCc1ccco1)c1ccccc1NS(=O)(=O)c1ccc(Cl)s1 | -12 | 7.8%
Cc1nonc1OCCNCCNc1ccc([N+](=O)[O-])c2cccnc12 | 12 | -4.3%
COc1ccc(-n2c(N)c(C(=O)NCc3ccco3)c3nc4ccccc4nc32)cc1 | 9 | -0.7%
O=C1C(=O)N(Cc2cccnc2)C(c2ccccn2)/C1=C(/O)c1ccc(F)cc1 (stereo unspecified) | -7 | -7.2%
O=C(CCN1CCN(C(=O)c2ccco2)CC1)Nc1ccc(F)cc1 | 8 | 1.2%
O=C(CCc1nc(-c2ccccc2F)no1)NCc1ccco1 | 10 | -4.6%
CCn1c(SCC(=O)N/N=C/c2c[nH]c3ccccc23)nnc1-c1ccc(C)cc1 | -8 | 2.9%
CCOC(=O)c1nc2nc(-c3cccs3)cc(C(F)(F)F)n2n1 | -7 | -3.9%
CCc1nc(NCC(C)C)c(C#N)c2c1COC(C)(C)C2 | 5 | -0.2%
Cn1cnnc1SCC(=O)Nc1ccc2c(c1)CCC2 | 4 | -1.0%
C=CCN(CC=C)S(=O)(=O)c1ccc2nsnc2c1 | 2 | -4.2%
CC(=O)OCC1O[C@@H](O[C@@H]2C[C@H]3C(C)(C)[C@H](OC(C)=O)CC[C@]3(C)[C@H]3CC[C@]45C[C@]4(CC[C@H]5[C@@H](C)C[C@@H](O)[C@H](O)C(C)(C)O)[C@@]32C)[C@H](O)[C@@H](O)[C@@H]1O (stereo partly specified) | · | -0.8%
CCC/C(=N\NC(=O)c1ccc(CSc2nncn2C)cc1)c1ccccc1 | -34 | 1.4%
COC(=O)c1ccc(NC(=O)COC(=O)c2cccc3c(=O)c(C)c(-c4ccccc4)oc23)cc1 | -16 | -2.5%
O=C1OCc2cc(NC(=O)C3CCCCC3)ccc21 | · | -3.8%
Cc1ccc(NC(=O)/C(C#N)=C/c2ccc(Sc3nc(C)cc(C)n3)o2)cc1 | · | 20%*
C=CCSc1nnc(-c2ccncc2)n1-c1ccc(OCC)cc1 | · | 0.5%
CCOC(=O)CNC(=O)c1cccs1 | · | -3.0%
